CCT chaperon mod: modulators of cytosolic chaperonin (CCT/TRiC) activity; 0.3% of 360,000 active; purified chaperonin ATPase assay, HTRF ADP detection, 30 min; activity change, % (no concentration beside the values), hits read low; AID 651819; in the data active = activity change below about -30%; also: % is scaled to controls: 0 for no effect and ±100 for the full control effect
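Nucleotide hydrolysis assay: TRiC at 20–40 nM final (set by batch activity) with 10 uM ATP, 30 min at 37 °C, in presence of 76 uM compound. Detection by competitive ADP HTRF, 30 min ambient.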
EPAC1 antag: antagonists of human EPAC1; EPAC1 GEF assay, Rap1b-BODIPY-GDP exchange fluorescence; Potency, µM (doses to about 115 µM), for the others: at the top dose activity change, negative = inhibition, actives largely listed as inhibitors; 0.14% of 360,000 active; AID 720709;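 also: potency is read from the fitted curve at half-maximal effect; plate controls were vehicle for no effect and positive control for full effect; nearly all actives have a fitted effect of over 50% in size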
EPAC1 ag: agonists of human EPAC1; O95398; EPAC1 agonist qHTS, biochemical assay; response scale: 100% = response to 6.5 mM cAMP; Potency, µM (doses to about 154 µM), for the others: top-dose activation, usual class: activators; 0.073% of 360,000 active; also: potency is read from the fitted curve at half-maximal effect; nearly all actives have a fitted effect of over 60% in size
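Multi-concentration qHTS readout: loss of Rap1B-bound BODIPY-GDP fluorescence driven by 100 nM EPAC1 with excess GDP (50 uM), monitored kinetically at room temperature; agonist response expressed relative to 6.5 mM cAMP.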
PI5P4Ka inh: inhibitors of human PI5P4K alpha; 1.2% of 330,000 active; max response, %; P48426; PI5P4Kalpha enzyme, ADP-Glo luminescence, 60 min; active compounds read low; AID 652105; active = max response of -50% or lower; inconclusive = between -30% and -50%; inactive = -30% or higher; also: value at the top dose of about 77 µM; % is scaled to controls: 0 for no effect and ±100 for the full control effect
Target sequence (P48426 whole entry, looked up): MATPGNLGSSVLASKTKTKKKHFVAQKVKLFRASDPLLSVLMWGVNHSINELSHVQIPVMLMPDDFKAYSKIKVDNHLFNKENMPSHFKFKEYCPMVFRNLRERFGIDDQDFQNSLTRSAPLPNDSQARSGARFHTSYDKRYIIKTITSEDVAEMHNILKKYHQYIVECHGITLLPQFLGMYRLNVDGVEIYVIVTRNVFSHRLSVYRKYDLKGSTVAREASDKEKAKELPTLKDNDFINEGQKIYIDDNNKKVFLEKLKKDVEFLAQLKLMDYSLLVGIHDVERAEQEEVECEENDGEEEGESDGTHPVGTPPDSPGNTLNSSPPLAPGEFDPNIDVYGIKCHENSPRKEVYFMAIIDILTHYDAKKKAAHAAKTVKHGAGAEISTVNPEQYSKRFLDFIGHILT
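Controls without substrate or without enzyme flank wells where PI5P4Kalpha converts substrate using 5 microM ATP (final). Incubation lasts 60 minutes at room temperature; ADP formed is read by ADP-Glo luminescence.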
EPAC2 agonist: EPAC2 (human) agonism. Q8WZA2. EPAC2 activation, biochemical qHTS; response scale: 100% = 6.5 mM cAMP response. Potency, µM (doses to about 154 µM), for the others: at the highest dose activation, actives largely listed as activators. 0.079% of 360,000 active; also: potency is read from the fitted curve at half-maximal effect; nearly all actives have a fitted effect of over 50% in size
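Compounds were added across a concentration range to EPAC2 (100 nM), RAP1B-BODIPY-GDP (250 nM) and GDP (50 uM). After 5 min at room temperature, fluorescence was recorded at 5-min intervals for 30 min.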
IL-2 act: IL-2 activation; 0.065% of 360,000 active; IL-2 activation reporter assay, cell-based qHTS; stimulated with anti-CD3/CD4/CD28 beads; in transgenic mouse T cells; activation, % (series mostly up to about 46 µM); in the data active = activation above about 50%; inconclusive = mostly about 30% to 49%; also: 0% is about no effect
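Unstimulated transgenic mouse T cells, 750 per well, received compound and, after 60 minutes, anti-CD3/anti-CD4 bead plus anti-CD28 stimulation. EGFP and DsRed were quantified after 18 hours.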
PLK1 PBD block: inhibitors of human PLK1 polo-box domain binding. AID 720504. P53350. Potency, µM, for the others: max response, negative = inhibition, usual class: inhibitors. Plk1 PBD binding of FITC phosphopeptide, fluorescence polarization. 2.8% of 360,000 active; also: potency is read from the fitted curve at half-maximal effect; series mostly up to about 57 µM; % is scaled to controls: 0 for no effect and ±100 for the full control effect; nearly all actives have a fitted effect of over 65% in size
Target sequence (P53350 whole entry, looked up, the tested form may be a part): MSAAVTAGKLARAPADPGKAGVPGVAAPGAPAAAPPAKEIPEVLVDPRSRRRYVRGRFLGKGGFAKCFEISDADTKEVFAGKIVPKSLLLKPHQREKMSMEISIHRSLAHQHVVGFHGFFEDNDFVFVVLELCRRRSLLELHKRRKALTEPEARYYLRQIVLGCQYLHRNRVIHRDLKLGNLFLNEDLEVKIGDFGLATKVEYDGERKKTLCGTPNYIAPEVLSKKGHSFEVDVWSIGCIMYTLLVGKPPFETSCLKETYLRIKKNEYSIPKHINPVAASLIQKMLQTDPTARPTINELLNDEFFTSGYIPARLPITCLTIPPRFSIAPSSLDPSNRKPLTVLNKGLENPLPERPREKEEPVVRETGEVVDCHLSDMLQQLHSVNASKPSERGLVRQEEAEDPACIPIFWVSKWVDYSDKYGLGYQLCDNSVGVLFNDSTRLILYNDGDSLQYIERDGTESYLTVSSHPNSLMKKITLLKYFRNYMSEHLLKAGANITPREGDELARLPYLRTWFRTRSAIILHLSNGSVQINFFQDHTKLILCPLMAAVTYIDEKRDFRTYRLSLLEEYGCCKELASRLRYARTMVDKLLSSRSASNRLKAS
WRN helicase inh: inhibitors of human WRN helicase | Q14191 | WRN helicase unwinding, fluorescent forked duplex, kinetic | Potency, µM (highest dose often 114 µM), inactives show at the highest dose activity change, negative = inhibition, usual class: inhibitors | 0.46% of 360,000 active | AID 651768; also: potency is read from the fitted curve at half-maximal effect; % is scaled to controls: 0 for no effect and ±100 for the full control effect; nearly all actives have a fitted effect of over 55% in size
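WRN at 20 nM final was preincubated with compound for 15 min at room temperature; reaction started with 100 nM forked duplex oligonucleotide carrying fluorophore and quencher plus 2 mM ATP (final). Unwinding followed kinetically by red fluorescence (ex 525/em 598 nm).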
An asterisk follows results filed as active; ? = inconclusive; . = no result given; [ ] = dose if it differs, or a comment. Unless noted, calls follow the shape of the dose curve; as a rule, active = well fitted curve in the direction sought with a large enough effect; inconclusive = small, poorly fitted or top-dose-only effect, or another doubt; inactive = no such curve, though single readings can be large; an effect the other way counts as inactive or inconclusive. These rows are one share of the data. The share of hits here may be higher or lower than overall.

| Structure | PLK1 PBD block | EPAC1 antag | CCT chaperon mod | WRN helicase inh | PI5P4Ka inh | EPAC1 ag | IL-2 act | EPAC2 agonist |
| --- | --- | --- | --- | --- | --- | --- | --- | --- |
| CCOC(=O)C1=C(N)Oc2c(oc(CO)cc2=O)C1c1ccc(F)c(F)c1 (stereo unspecified) | -19% | 19% | -1.5 | 5% | 1 | 2% | 0.4 | 0% |
| O=c1c(-c2nnc(SCc3ccc(Cl)cc3Cl)o2)cccn1Cc1ccccc1 | 0% | 5% | -2.1 | 3% | 5 | 12% | -3.9 | 8% |
| COc1ccc(NC(=O)C23CC4CC(CC(Cl)(C4)C2)C3)cc1S(=O)(=O)N1CCOCC1 | 3% | 4% | -1.2 | 6% | 2 | -1% | -0.3 | 6% |
| COc1ccc(CCN(Cc2ccccn2)C(=S)Nc2ccc(C)cc2)cc1OC | -19% | -16% | -0.7 | -1% | 1 | 13% | -0.5 | 6% |
| CCN(CC)CCOC(=O)c1ccc([N+](=O)[O-])cc1 | -6% | ? | 1.4 | -22% | 1 | -7% | 0.1 | 8% |
| O=C1c2cccnc2C(=O)N1Cc1ccc(S(=O)(=O)N2CCOc3ccc(Cl)cc32)cc1 | -4% | 2% | -1.0 | -8% | 0 | -10% | -4.6 | 2% |
| Cc1cccc(CCNC(=O)C2CCC(=O)N2Cc2ccc(F)cc2)c1 (stereo unspecified) | -6% | 18% | 3.0 | -15% | . | -3% | -3.8 | 7% |
| Cc1cc(C)c2sc(N(CCN(C)C)C(=O)c3c(F)cccc3F)nc2c1 | -16% | -24% | 0.6 | 2% | 21 | 20% | -0.7 | 25% |
| C[C@@H]1CN([C@@H](C)CO)C(=O)CCCn2nncc2CO[C@H]1CN(C)C(=O)c1ccncc1 | -5% | -6% | 0.7 | -7% | 0 | 10% | 1.7 | 4% |
| COc1cccc(OCc2nnc(SC)n2C)c1 | -5% | 0% | -1.6 | -2% | . | 0% | -1.5 | 2% |
| COc1ccc(N2C(C)=CS/C2=C(/C#N)c2nnc(N3CCOCC3)n2-c2ccccc2)cc1 | -17% | 12% | 4.6 | -1% | . | 7% | 10 | 5% |
| O=C(CSc1nnc(-c2cccc(F)c2)o1)N1CCCC1 | -13% | 20% | 0.5 | 2% | 2 | 15% | -3.5 | 9% |
| Cc1nn(CC(=O)NCCCN2CCCCC2C)c(=O)c2cccn12 (stereo unspecified) | -3% | -4% | -0.4 | -6% | 7 | 7% | -1.6 | 4% |
| CCOC(=O)C(CCCOc1ccccc1)C(=O)OCC | -7% | -6% | -8.9 | 0% | 15 | 7% | -0.9 | -84%[15.6 µM] |
| CCC(C)NCC(O)COCc1ccc(Cl)cc1 (stereo unspecified) | 1% | -9% | -2.2 | -16% | 3 | -14% | 0.5 | 2% |
| Cc1ccc(OCCNCC(O)COc2ccccc2)cc1 (stereo unspecified) | 1% | -15% | -2.2 | 1% | 12 | 0% | -0.2 | 19% |
| CCC12CN(C(=O)c3ccco3)CC(CC)(CN(C(=O)c3ccco3)C1)C2=O | -12% | 1% | -0.1 | -31% | 3 | 2% | -3.0 | 12% |
| O=C(Nc1ccccc1C(F)(F)F)c1ccc(CN2CCC(Cc3ccccc3)CC2)cc1 | -6% | -17% | 0.4 | -8% | 18 | 20% | 0.9 | 0% |
| C=CCOc1c(Cl)cc(Cl)cc1S(=O)(=O)NCCO | 3% | 4% | 1.2 | -14% | 0 | 5% | 0.2 | -5% |
| Cc1ccc(N2C(=O)C(Cl)=C(NCc3ccccc3)C2=O)c(C)c1 | -1% | -2% | -2.3 | 2% | -2 | 25% | 0.2 | -6% |
| O=c1[nH]cnc2c1ncn2C1OCC(O)C(O)C1O (stereo unspecified) | 3% | 6% | 0.3 | -5% | 4 | -13% | 0.6 | -5% |
| CCCCOc1ccc(/C=C/C2=CC(C)(C)NC(=S)N2)cc1OCC | -21% | -19% | -1.4 | -18% | 4 | 0% | -6.3 | -15% |
| O=C(Cn1ncc2c(=O)oc3ccccc3c21)NCCCN1CCCC1=O | -3% | 5% | 0.1 | -5% | 4 | -4% | -3.2 | 2% |
| Cc1ccc(-c2cnc(C(O)c3ccc(Cl)c(F)c3)[nH]2)cc1 (stereo unspecified) | 4% | -6% | 0.0 | -1% | 5 | -9% | -0.9 | 1% |
| COc1ccc(N(CC(=O)NC2CC3CCC2C3)S(=O)(=O)c2ccc(C)cc2)cc1OC (stereo unspecified) | -4% | -7% | 0.7 | 3% | 0 | 2% | -0.6 | 6% |
| CN(C)C(CNS(=O)(=O)c1ccc(Br)cc1)c1cccnc1 (stereo unspecified) | -3% | 9% | -0.1 | 5% | . | 11% | 4.5 | 4% |
| COCCc1ccc(OC2(C)CCN(Cc3cccn3-c3nccs3)C2)cc1 (stereo unspecified) | -10% | ? | 0.5 | -5% | 0 | -13% | 0.1 | 2% |
| Cc1ccc(/C=C/C(=O)c2ccccc2O)cc1 | -5% | -12% | 0.8 | -14% | 5 | 13% | -0.7 | 16% |
| Cc1onc(-c2c(F)cccc2Cl)c1C(=O)OCC(=O)Nc1cccc(S(=O)(=O)N(C)C)c1 | 2% | 7% | -1.7 | ? | 4 | 8% | -7.2 | 14% |
| O=C(NCC1COc2ccccc2O1)C1CCCN(S(=O)(=O)c2cnc[nH]2)C1 (stereo unspecified) | -2% | 9% | 1.0 | 1% | -1 | 4% | -1.8 | 5% |
| CC(C)CN1CCC(=O)N(CCSc2ccccc2)CC1 | -24% | -25% | -2.8 | -4% | 2 | 2% | -3.5 | -1% |
| CCOC(=O)[C@H]1[C@H]2COc3ccc(Cl)cc3[C@@H]2N2C(=O)CN(Cc3ccccc3)C(=O)[C@@]12C | 8% | -8% | -2.0 | -8% | -2 | 3% | 4.6 | 13% |
| Cc1ccc(NC(=O)CN2CCCC2c2cccn2C)cc1C (stereo unspecified) | -22% | 6% | -2.8 | 6% | 1 | -2% | -1.0 | 11% |
| Cc1nn(C(=O)c2cccs2)c(N)c1-c1ccccc1 | -5% | -8% | -3.0 | -2% | -2 | 13% | -1.8 | 12% |
| O=C1c2ccccc2C(=O)N1CCc1nc(-c2ccncc2)no1 | 4% | 4% | -1.5 | 0% | 0 | -7% | 0.9 | 4% |
| Cc1cc(N2CCN(C)CC2)nc2ccc(NC(=O)c3cccnc3Cl)cc12 | 5% | 6% | 1.3 | -14% | 8 | 2% | -2.3 | 0% |
| COc1ccc(CNC(=O)CN(C(=O)CCC(=O)Nc2ccccn2)c2ccccc2OC)cc1 | -9% | 6% | -1.3 | -36%[57.1 µM] | -1 | -1% | -1.1 | 3% |
| CCOc1ccc(N(C)S(=O)(=O)c2c[nH]c(C(=O)OC)c2)cc1 | 5% | 8% | 1.4 | 4% | -1 | -2% | -4.3 | 2% |
| Cc1ccc(-n2c(SCC(N)=O)nnc2-c2ccccn2)cc1 | -9% | 5% | 1.1 | -3% | -1 | -3% | -1.3 | 3% |
| CC(=O)C1=C(O)C(=O)N(c2ccc(Br)cn2)C1c1ccc(F)cc1 (stereo unspecified) | -16% | -1% | 0.5 | -3% | -2 | -3% | 1.4 | 0% |

Two compounds from above with just IL-2 act and WRN helicase inh:
| SMILES | IL-2 act | WRN helicase inh |
| --- | --- | --- |
| COc1ccc(CNC(=O)CN(C(=O)CCC(=O)Nc2ccccn2)c2ccccc2OC)cc1 | -1.1 | -36%[57.1 µM] |
| CCOc1ccc(N(C)S(=O)(=O)c2c[nH]c(C(=O)OC)c2)cc1 | -4.3 | 4% |

Next section.
| Structure | PLK1 PBD block | EPAC1 antag | CCT chaperon mod | WRN helicase inh | PI5P4Ka inh | EPAC1 ag | IL-2 act | EPAC2 agonist |
| --- | --- | --- | --- | --- | --- | --- | --- | --- |
| O=C(Nc1ccc(N2CCCCC2)cc1)C(Cl)c1ccccc1 (stereo unspecified) | -1% | -27% | -2.6 | -6% | -1 | 0% | -0.2 | -2% |
| COCCNC(=O)C1(C)CCN(C(=O)c2cccnc2Oc2ccccc2)C1 (stereo unspecified) | 1% | 26% | -0.3 | 10% | -4 | 11% | -0.2 | -4% |
| CCn1c(SCC(=O)NCC2CCCO2)nnc1-c1ccccc1OC (stereo unspecified) | 0% | 1% | -0.8 | 2% | 1 | -5% | 0.3 | 7% |
| CC1CCC(N2CCN(c3ccc([N+](=O)[O-])cc3)CC2)CC1 (stereo unspecified) | -21% | -6% | -2.3 | -30% | 0 | -2% | 0.3 | 2% |
| COc1ccc(C2C3=C(N=C4SCC(=O)N42)c2ccccc2CC3)cc1OC (stereo unspecified) | -12% | 4% | 2.7 | -9% | . | 14% | -2.7 | 13% |
| O=C(Cc1ccccc1)Nc1cccc([N+](=O)[O-])c1 | -10% | -2% | -2.7 | -2% | 0 | 6% | -0.5 | 10% |
| c1ccc(-c2nnc(SCc3cn4ccsc4n3)o2)cc1 | -9% | -11% | 0.9 | 10%[57.1 µM] | 0 | -5% | -1.4 | 11% |
| O=C(Nc1ccccc1)c1cc(C2COCCN2C(=O)CCCc2ccccc2)on1 (stereo unspecified) | 0% | -3% | -1.7 | 0% | 1 | 17% | 0.1 | 15% |

Structures above with an aryl thioether with sulfur outside any ring (seven):
| Structure | PLK1 PBD block | EPAC1 antag | CCT chaperon mod | WRN helicase inh | PI5P4Ka inh | EPAC1 ag | IL-2 act | EPAC2 agonist |
| --- | --- | --- | --- | --- | --- | --- | --- | --- |
| O=c1c(-c2nnc(SCc3ccc(Cl)cc3Cl)o2)cccn1Cc1ccccc1 | 0% | 5% | -2.1 | 3% | 5 | 12% | -3.9 | 8% |
| COc1cccc(OCc2nnc(SC)n2C)c1 | -5% | 0% | -1.6 | -2% | . | 0% | -1.5 | 2% |
| O=C(CSc1nnc(-c2cccc(F)c2)o1)N1CCCC1 | -13% | 20% | 0.5 | 2% | 2 | 15% | -3.5 | 9% |
| CC(C)CN1CCC(=O)N(CCSc2ccccc2)CC1 | -24% | -25% | -2.8 | -4% | 2 | 2% | -3.5 | -1% |
| Cc1ccc(-n2c(SCC(N)=O)nnc2-c2ccccn2)cc1 | -9% | 5% | 1.1 | -3% | -1 | -3% | -1.3 | 3% |
| CCn1c(SCC(=O)NCC2CCCO2)nnc1-c1ccccc1OC (stereo unspecified) | 0% | 1% | -0.8 | 2% | 1 | -5% | 0.3 | 7% |
| c1ccc(-c2nnc(SCc3cn4ccsc4n3)o2)cc1 | -9% | -11% | 0.9 | 10%[57.1 µM] | 0 | -5% | -1.4 | 11% |

Screening results (PubChem BioAssay)
